Source: PubChem BioAssay (Broad Institute)
ROS inducer – inducers of reactive oxygen species in cancer cells; U2OS ROS induction, H2DCF-DA fluorescence; ROS induction (% of piperlongumine), % at 10 µM; 46,000 compounds, 2% hits; AID 624156; in the data active = ROS induction above about 79%, passing the limit was not always enough; inconclusive = no clear call, values can overlap the other calls;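 note: 0% = DMSO vehicle median and 100% = reference compound median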
* marks the source's active call; other numbers are inactive results; ? = inconclusive. A portion of the library, so the mix of outcomes need not match the whole.

nr | compound | ROS inducer
1 | C[C@H](CO)N1C[C@H](C)[C@H](CN(C)C(=O)Nc2cccc3ccccc23)Oc2ncc(Br)cc2C1=O | 11
2 | C[C@]12CCC(=O)C=C1CCC1C2C(=O)C[C@@]2(C)C1CC[C@]2(O)C(=O)CO (some centres undefined) | 6
3 | C[C@H](CO)N1C[C@H](C)[C@H](CN(C)C(=O)Nc2ccc(F)cc2)Oc2ccc(NS(=O)(=O)c3ccccc3)cc2CC1=O | -16
4 | C[C@@H]1CN([C@H](C)CO)C(=O)c2cc(NC(=O)Cc3cn(C)c4ccccc34)ccc2O[C@@H]1CN(C)CC1CCCCC1 | 1
5 | C[C@@H]1CN([C@@H](C)CO)C(=O)c2cc(NS(=O)(=O)c3ccccc3)ccc2O[C@H]1CN(C)Cc1ccc(-c2ccccc2)cc1 | 56
6 | Cc1ncc([N+](=O)[O-])n1CC(=O)Nc1ccc(F)c(Cl)c1 | -12
7 | C[C@H](CO)N1C[C@H](C)[C@H](CN(C)C(=O)Nc2ccc(F)cc2)Oc2ccc(NC(=O)C3CC3)cc2CC1=O | 35
8 | COC(=O)c1ccc2c(c1)N=C(C)c1cc(C)ccc1S2 | -8
9 | C[C@H]1CN([C@@H](C)CO)C(=O)Cc2cc(NC(=O)CCN3CCOCC3)ccc2O[C@H]1CN(C)Cc1ccc(-c2ccccc2)cc1 | -10
10 | C[C@@H]1CN([C@H](C)CO)C(=O)Cc2cc(NS(C)(=O)=O)ccc2O[C@@H]1CN(C)CC1CC1 | -3
11 | C[C@@H]1CN([C@@H](C)CO)C(=O)c2cc(NC(=O)CCC(F)(F)F)ccc2O[C@H]1CN(C)Cc1ccc(C(F)(F)F)cc1 | ?
12 | C[C@H]1CN([C@@H](C)CO)C(=O)c2cccc(NS(C)(=O)=O)c2O[C@@H]1CN(C)C | 11
13 | C[C@@H]1CN([C@@H](C)CO)C(=O)c2cc(NC(=O)Nc3ccc4c(c3)OCO4)ccc2O[C@H]1CN(C)Cc1ccc(C(=O)O)cc1 | -10
14 | C[C@@H]1CN([C@H](C)CO)C(=O)c2cccc(NC(=O)c3ccc(-c4nccs4)cc3)c2O[C@@H]1CN(C)C(=O)Nc1ccc(C(F)(F)F)cc1 | 44
15 | C[C@@H]1CN([C@H](C)CO)C(=O)c2cc(NC(=O)CCC(F)(F)F)ccc2O[C@H]1CN(C)S(=O)(=O)c1ccc(F)cc1 | -6
16 | O=C1CCCc2c1cc(C(=O)Nc1ccccc1)c(=O)n2-c1ccccc1 | -7
17 | C=CCn1nc2n(c1=O)-c1ccccc1SC2 | 13
18 | COc1ccc(NC(=O)N(C)C[C@H]2Oc3ccc(NS(=O)(=O)c4c(C)noc4C)cc3C(=O)N([C@@H](C)CO)C[C@H]2C)cc1 | 7
19 | Cc1ccc(S(=O)(=O)N(C)C[C@H]2Oc3ccc(NC(=O)Cn4cnnn4)cc3C(=O)N([C@@H](C)CO)C[C@H]2C)cc1 | -13
20 | C[C@@H]1CN([C@H](C)CO)C(=O)Cc2cc(NC(=O)Nc3ccccc3)ccc2O[C@H]1CN(C)C(=O)Nc1ccc(F)cc1 | -5
21 | COc1ccc(NC(=O)Nc2cccc3c2O[C@@H](CN(C)C(=O)Nc2c(C)noc2C)[C@@H](C)CN([C@@H](C)CO)C3=O)cc1 | -14
22 | COc1ccccc1C(=O)n1nc(C)cc1C | -6
23 | C[C@@H]1CN([C@@H](C)CO)C(=O)c2cc(NS(=O)(=O)c3cccs3)ccc2O[C@H]1CN(C)C(=O)Nc1cccc2ccccc12 | -1
24 | COC(=O)C1=C(C)NC2=C(C(=O)CC(c3ccccc3)C2)C1c1ccccc1OC(C)C (centres undefined) | 46
25 | Cc1ccc(S(=O)(=O)N(C)C[C@@H]2Oc3ncc(/C=C/c4ccccc4)cc3C(=O)N([C@H](C)CO)C[C@@H]2C)cc1 | 22

New compounds follow.
nr | compound | ROS inducer
26 | CC(C)c1cc(C(C)C)c(S(=O)(=O)N2CCCC2)c(C(C)C)c1 | 11
27 | CC(C)NC(=O)N(C)C[C@@H]1Oc2ccc(NC(=O)CCCN(C)C)cc2C(=O)N([C@@H](C)CO)C[C@@H]1C | -12
28 | Cc1ccc(S(=O)(=O)Nc2ccc3c(c2)C(=O)N([C@H](C)CO)C[C@H](C)[C@@H](CN(C)C(=O)Nc2ccc(C(F)(F)F)cc2)OCCCC[C@@H](C)O3)cc1 | 40
29 | CNC[C@@H]1Oc2c(NC(=O)Nc3ccc(F)cc3)cccc2C(=O)N([C@H](C)CO)C[C@H]1C | -9
30 | CC(C)NC(=O)N(C)C[C@H]1Oc2ccc(NC(=O)Cc3cn(C)c4ccccc34)cc2CC(=O)N([C@@H](C)CO)C[C@H]1C | -4
31 | COc1ccc(/C=N/NC(=O)c2ccccc2O)cc1Br | -22
32 | C[C@@H]1CCCCO[C@@H](CN(C)S(=O)(=O)c2ccc(F)cc2)[C@@H](C)CN([C@H](C)CO)C(=O)c2cc(NC(=O)c3ccncc3)ccc2O1 | 18
33 | C[C@H]1CN([C@@H](C)CO)C(=O)c2cc(NC(=O)Nc3ccc(F)cc3)ccc2O[C@H]1CN(C)Cc1ccccc1 | -5
34 | C=CCN1C(=O)/C(=C\c2ccccc2Cl)N=C1c1ccccc1 | 43
35 | CCc1cccc(CC)c1NC(=O)Cn1cnc2sc(C)c(C)c2c1=O | 2
36 | COc1ccc(NC(=O)Nc2cccc3c2O[C@H](CN(C)Cc2ccncc2)[C@H](C)CN([C@H](C)CO)C3=O)cc1 | -16
37 | COc1nc(-c2ccccc2Cl)c2cc(Br)ccc2n1 | -5
38 | COc1ccc(S(=O)(=O)N(C)C[C@@H]2Oc3ccc(NC(=O)C4CC4)cc3C(=O)N([C@@H](C)CO)C[C@H]2C)cc1 | 2
39 | Cc1cccc(C=Nc2c(C)n(C)n(-c3ccccc3)c2=O)c1 | -3
40 | C=C(C(=O)O)C1CCC2(C)CCC(=O)C(C)=C2C1 (centres undefined) | -3
41 | COC(=O)c1ccccc1NC(=O)CN1CCN(C)CC1 | -1
42 | CC1(C)CC[C@]2(C(=O)O)CC[C@]3(C)C(=CCC4[C@@]5(C)CC[C@H](OC6O[C@H](CO)[C@@H](O)[C@H](O[C@@H]7O[C@H](CO)[C@@H](O)[C@H](O)[C@H]7O)[C@H]6O)C(C)(C)C5CC[C@]43C)[C@@H]2C1 (some centres undefined) | -48
43 | O=S(CCSc1nc2ccccc2s1)Cc1ccc(Cl)cc1 (centres undefined) | -6
44 | NN/C(=N/S(=O)(=O)c1ccccc1)N1CCCC1 | 6
45 | Cc1ccc(O)c(/C=N/NC(=O)CCCCCC(=O)O)c1 | -11
46 | C[C@H]1CN([C@@H](C)CO)C(=O)Cc2cc(NC(=O)Nc3ccc(F)cc3)ccc2O[C@H]1CN(C)C(=O)Nc1ccc2c(c1)OCO2 | 3
47 | C[C@H](CO)N1C[C@H](C)[C@H](CN(C)C(=O)Nc2ccc(F)cc2)Oc2c(NC(=O)Nc3ccc(C(F)(F)F)cc3)cccc2C1=O | 16
48 | C[C@@H]1CN([C@H](C)CO)C(=O)c2cc(NC(=O)Cc3cn(C)c4ccccc34)ccc2O[C@H]1CN(C)Cc1ccc(-c2ccccc2)cc1 | 58
49 | C=C1C(=O)O[C@H]2C1CCC(C)=C1C(=O)C=C(C)[C@@]12O (some centres undefined) | 69
50 | Cc1ccc(C(=O)OC[C@H]2O[C@H](c3nnc4ncccn34)C[C@@H]2OC(=O)c2ccc(C)cc2)cc1 | -9

Exported field by field: four of the compounds above.
16	O=C1CCCc2c1cc(C(=O)Nc1ccccc1)c(=O)n2-c1ccccc1
  ROS inducer: -7
17	C=CCn1nc2n(c1=O)-c1ccccc1SC2
  ROS inducer: 13
18	COc1ccc(NC(=O)N(C)C[C@H]2Oc3ccc(NS(=O)(=O)c4c(C)noc4C)cc3C(=O)N([C@@H](C)CO)C[C@H]2C)cc1
  ROS inducer: 7
19	Cc1ccc(S(=O)(=O)N(C)C[C@H]2Oc3ccc(NC(=O)Cn4cnnn4)cc3C(=O)N([C@@H](C)CO)C[C@H]2C)cc1
  ROS inducer: -13

The listing picks up, starting 3 compounds before the break.
nr | compound | ROS inducer
48 | C[C@@H]1CN([C@H](C)CO)C(=O)c2cc(NC(=O)Cc3cn(C)c4ccccc34)ccc2O[C@H]1CN(C)Cc1ccc(-c2ccccc2)cc1 | 58
49 | C=C1C(=O)O[C@H]2C1CCC(C)=C1C(=O)C=C(C)[C@@]12O (some centres undefined) | 69
50 | Cc1ccc(C(=O)OC[C@H]2O[C@H](c3nnc4ncccn34)C[C@@H]2OC(=O)c2ccc(C)cc2)cc1 | -9
51 | C[C@H]1CN([C@@H](C)CO)C(=O)c2cc(NS(C)(=O)=O)ccc2O[C@H]1CN(C)S(C)(=O)=O | 15
52 | Cc1noc(C)c1NC(=O)N(C)C[C@H]1OCc2cnnn2CCCC(=O)N([C@H](C)CO)C[C@@H]1C | -12
53 | C[C@@H]1CN([C@H](C)CO)C(=O)c2cc(NC(=O)C3CC3)ccc2O[C@H]1CN(C)Cc1ccc(C(=O)O)cc1 | -4
54 | Cc1ccccc1CN(C)C[C@H]1OCc2cn(nn2)CCCC(=O)N([C@H](C)CO)C[C@H]1C | -19
55 | Cc1ccc(NC(=O)COc2ccc(C(C)(C)C)cc2Br)c([N+](=O)[O-])c1 | -3
56 | Cc1ccc(S(=O)(=O)N(C)C[C@H]2Oc3ccc(NC(=O)Cc4cn(C)c5ccccc45)cc3CC(=O)N([C@@H](C)CO)C[C@H]2C)cc1 | 109*
57 | C/C=C(/C(=C/C)c1ccc(O)cc1)c1ccc(O)cc1 | -10
58 | COc1ccc(S(=O)(=O)N(C)C[C@H]2Oc3ccc(NS(=O)(=O)c4ccc(Cl)cc4)cc3C(=O)N([C@H](C)CO)C[C@@H]2C)cc1 | 20
59 | Cc1noc(C)c1S(=O)(=O)Nc1ccc2c(c1)C(=O)N([C@H](C)CO)C[C@H](C)[C@@H](CN(C)C(=O)c1ccccc1)OCCCC[C@@H](C)O2 | -6
60 | C[C@H]1CN([C@@H](C)CO)C(=O)c2cc(NC(=O)Nc3ccccc3)ccc2O[C@H]1CN(C)S(=O)(=O)c1cn(C)cn1 | 3
61 | CC(C)CCNC(=O)C1CCN(C(=O)N(C)C)CC1 | -1
62 | CCc1ccc(N2NC(=O)C(=C(C)C)C2=O)cc1 | 0
63 | CC(C)NC(=O)Nc1ccc2c(c1)C(=O)N([C@@H](C)CO)C[C@H](C)[C@H](CN(C)S(=O)(=O)c1ccc(Cl)cc1)O2 | -1
64 | CC(=O)OC(C)(C)/C=C/C(=O)[C@](C)(O)[C@H]1C(O)C[C@@]2(C)[C@@H]3CC=C4[C@@H](C=C(O[C@@H]5O[C@H](CO)[C@@H](O)[C@H](O)[C@H]5O)C(=O)C4(C)C)[C@]3(C)C(=O)C[C@]12C (some centres undefined) | -6
65 | COc1ccc(OC(=O)CCN2C(=O)C3C4C=CC(C4)C3C2=O)cc1 (centres undefined) | -45
66 | C[C@H](CO)N1C[C@H](C)[C@H](CN(C)S(=O)(=O)c2ccccc2)Oc2ccc(NS(C)(=O)=O)cc2CC1=O | 6
67 | CC1(C)CC(=O)C2=C(C1)NC(Nc1nc3ccccc3o1)=NC2c1ccccc1 (centres undefined) | 21
68 | CC(C)NC(=O)N(C)C[C@@H]1Oc2c(NC(=O)c3nc4ccccc4s3)cccc2C(=O)N([C@@H](C)CO)C[C@@H]1C | -2
69 | C[C@@H]1CN([C@H](C)CO)C(=O)Cc2cc(NS(C)(=O)=O)ccc2O[C@H]1CN(C)C(=O)Nc1ccc(F)cc1 | 24
70 | CC(=O)NC(C(=O)O[C@H]1CCC(C)(C)[C@@H]2CC=C3C(=O)OCC3(O)[C@@]12C)C(C)C (some centres undefined) | 0
71 | C[C@@H]1CN([C@@H](C)CO)C(=O)c2cccc(NC(=O)Nc3ccc(F)cc3)c2O[C@@H]1CN(C)C(=O)Nc1ccccc1 | 10
72 | CC1CCCCC1NC(=O)c1cnn2c(C(F)(F)F)cc(-c3ccccc3)nc12 (centres undefined) | 134*
73 | COc1ccc(NC(=O)N(C)C[C@H]2Oc3ccc(NC(=O)Nc4ccccc4)cc3C(=O)N([C@H](C)CO)C[C@@H]2C)cc1 | 7
74 | CCc1ccc(C2CC(c3ccccc3)=NN2C(=O)CCCC(=O)O)cc1 (centres undefined) | 18
75 | COc1ccc(C(=O)NC(=S)Nc2ccc3[nH]c(=O)[nH]c3c2)cc1OC | ?

Carrying on.
nr | compound | ROS inducer
76 | COc1ccc(NC(=O)N(C)C[C@@H]2Oc3ccc(NC(=O)CCCCCC(=O)Nc4ccccc4N)cc3C(=O)N([C@H](C)CO)C[C@@H]2C)cc1 | -8
77 | Cc1cc(C)c2c(CC(=O)Nc3c(C(=O)c4ccccc4)oc4ccccc34)coc2c1 | 10
78 | O=C(CC(Sc1ccc(Cl)cc1)c1ccc(Cl)cc1)C1CC1 (centres undefined) | 30
79 | C[C@H](CO)N1C[C@H](C)[C@H](CN(C)S(=O)(=O)c2ccc(F)cc2)Oc2ncc(Br)cc2C1=O | 20
80 | COc1ccc(NC(=O)N(C)C[C@@H]2Oc3c(cccc3N(C)C)C(=O)N([C@H](C)CO)C[C@@H]2C)cc1 | 8
81 | Cc1oc(-c2cccc(Cl)c2)nc1CSc1nc2c(c(=O)[nH]1)CCCC2 | -14
82 | C[C@@H]1CN([C@H](C)CO)C(=O)c2cccc(NC(=O)C3CCCCC3)c2O[C@H]1CN(C)Cc1ccncc1 | 15
83 | CCN(CC(=O)Nc1cc([N+](=O)[O-])ccc1C)S(=O)(=O)c1ccc2ccccc2c1 | 5
84 | c1ccc(-c2nn3c(-c4ccccc4)nnc3c3ccccc23)cc1 | 12
85 | O=C(CCCCCCC(=O)Nc1ccccc1O)N/N=C/c1ccc(O)c(F)c1 | -1
86 | COc1cc2c(N3C(=O)CCC3=O)c3c(=O)oc(C)cn3c2cc1OC | -1
87 | Cc1ccc(S(=O)(=O)Nc2cccc3c2O[C@H](CN(C)Cc2ccc(Oc4ccccc4)cc2)[C@H](C)CN([C@H](C)CO)C3=O)cc1 | 125*
88 | CCCN(C)C[C@@H]1OCCCC[C@@H](C)Oc2ccc(NC(=O)NC3CCCCC3)cc2C(=O)N([C@H](C)CO)C[C@@H]1C | 20
89 | O=c1cc(O)c2sc3nc4c(c(C(F)(F)F)c3c2[nH]1)CCCCC4 | 42
90 | Cc1ccc(C(=O)NCCN2CCNC2=O)cc1 | -15
